Compound activity (PubChem BioAssay)
SIRT5 inh – SIRT5 desuccinylase inhibitors, primary screen, biochemical, fluorescence imaging, single point, set 5; inhibition, % at 15 µM; NAD-dependent protein deacylase sirtuin-5, mitochondrial (Homo sapiens), Q9NXA8; AID 652115, 2013; Purified SirT5, succinyl-peptide AMC, trypsin-coupled fluorescence; 1.1% of 330,000 active; in the data active = inhibition above about 15%
Target sequence (Q9NXA8 whole entry, looked up): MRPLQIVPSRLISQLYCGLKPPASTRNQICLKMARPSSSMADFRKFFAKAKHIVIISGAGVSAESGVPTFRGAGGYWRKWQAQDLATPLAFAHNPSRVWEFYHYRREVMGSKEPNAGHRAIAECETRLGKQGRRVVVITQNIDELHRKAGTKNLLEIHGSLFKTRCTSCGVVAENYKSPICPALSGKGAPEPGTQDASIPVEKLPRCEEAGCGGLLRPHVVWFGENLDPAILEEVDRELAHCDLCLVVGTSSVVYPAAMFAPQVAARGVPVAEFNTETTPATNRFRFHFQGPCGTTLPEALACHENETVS
esBAF inh – Bmi1 luciferase reporter increase in mESCs, primary screen, esBAF inhibitor project, mouse ES cells, Bmi1 luciferase knock-in, single point. 24 h; 100% = twice the neutral-well signal. reporter increase, % at 12.5 µM. 2% of 350,000 active; in the data active = activation above about 40%;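 note: 0% = median of the plate's neutral control wells and 100% = double that signal; a rise in the Bmi1 reporter signal indicates esBAF inhibition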
miR-122 sensor – miR-122 Renilla sensor signal increase in Huh7, primary screen, miR-122 inhibitor project, cell-based, single point, plate reader. activation (reporter increase), % at 12.5 µM. AID 602342, 2012. Huh7 miR-122 Renilla luciferase sensor, 48 h; neutral wells = 0, positive control = 100. 0.3% of 340,000 active;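 active = mean replicate activation score at least 90 and every replicate individually at or above 90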;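 note: higher luciferase means less miR-122 activity so hits act as miR-122 inhibitors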
Cneo AK release – Cryptococcus neoformans cell lysis inducers, primary screen, AK release luminescence, single concentration; AID 651654, 2012; 0.2% of 360,000 active; lysis activity, % at 15 µM; C. neoformans lysis, adenylate kinase release luminescence, 4 h; normalised: neutral wells 0, clomiphene wells 100;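 active = mean lysis activity across replicates of at least 80%, whatever share of replicates individually reach that level; inactive = mean lysis activity below 80%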
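Test system: log-phase Cryptococcus neoformans yeast cells. Input: 5 × 10^6 yeast cells/mL. Medium: fresh YPD growth medium. Doses: single dose. Incubation: static 4 h at 37 °C with compound, 1 h detection. Measured by: luminescent adenylate kinase detection reagent. Read-out: signal increase indicating cell lysis. Benchmarks: Clomiphene.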
ERp5 inh – inhibitors of ERp5-driven insulin aggregation, primary screen, biochemical, turbidity, absorbance 650 nm, single point | Protein disulfide-isomerase A6 (Homo sapiens), Q15084 | 90 min | inhibition, % at 9.99 µM | 0.05% of 350,000 active;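 active = mean replicate inhibition above about 25%, with every replicate also reaching it, limit read from the data, passing the limit was not always enough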
Target sequence (Q15084 whole entry, looked up): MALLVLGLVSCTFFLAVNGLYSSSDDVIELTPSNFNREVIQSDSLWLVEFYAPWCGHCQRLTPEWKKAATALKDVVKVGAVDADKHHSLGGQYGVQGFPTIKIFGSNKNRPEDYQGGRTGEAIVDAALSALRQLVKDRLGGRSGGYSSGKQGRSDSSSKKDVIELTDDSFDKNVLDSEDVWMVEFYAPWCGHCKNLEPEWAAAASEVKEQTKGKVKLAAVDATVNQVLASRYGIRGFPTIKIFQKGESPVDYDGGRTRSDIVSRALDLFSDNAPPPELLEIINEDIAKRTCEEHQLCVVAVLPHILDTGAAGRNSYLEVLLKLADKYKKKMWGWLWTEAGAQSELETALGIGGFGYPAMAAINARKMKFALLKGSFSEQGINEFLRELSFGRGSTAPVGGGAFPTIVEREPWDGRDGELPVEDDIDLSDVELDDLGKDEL
ARNT TACC3 PPI – disruptors of ARNT/TACC3 protein interaction, primary screen, biochemical, AlphaScreen, single concentration | inhibition, % at 9.99 µM | 0.66% of 390,000 active | AID 623870, 2012 | Transforming acidic coiled-coil-containing protein 3 (Homo sapiens), Q9Y6A5 | AlphaScreen His-ARNT PAS-B/GST-TACC3 binding, luminescence; TACC3 fragment carries E629A point mutation;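 active = mean inhibition of replicates at least 50% and at least half of replicates each reaching 50%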;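 note: 0% = complete ARNT plus TACC3 wells and 100% = ARNT alone without TACC3; many hits fall short of the cut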
C2C12 statin – suppressors of statin myotoxicity in C2C12 myotubes, primary screen, cell-based, single point, plate reader; C2C12 myotubes + simvastatin, ATP luminescence, 48 h; scaled: DMSO 0, geranylgeraniol control 100; rescue of ATP level, % at 7.49 µM; 0.78% of 330,000 active; AID 602340, 2012;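 active = mean ATP rescue above about 67%, or every replicate alone reaching that limit, limit read from the data, passing the limit was not always enough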;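 note: myotubes were challenged with 10 µM simvastatin during compound exposure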
Starred values were filed as active, the others as inactive; & = joins results of further samples; [ ] = dose if it differs, or a comment.

What do the screens show for `CC[C@@H]1[C@H]2CCCC(=O)N3CC[C@@H](C[C@@H]1OC(=O)NCc1ccccc1)[C@@H]23`?
SIRT5 inh: -3; esBAF inh: -1; miR-122 sensor: 1; Cneo AK release: 0; ERp5 inh: 1; ARNT TACC3 PPI: -2; C2C12 statin: 10

What do the screens show for `Cc1cc(=O)oc2cc(OC(C)C(=O)NC3CCN(Cc4ccccc4)CC3)ccc12` (stereo not drawn)?
SIRT5 inh: -2; esBAF inh: -1; Cneo AK release: 4; ERp5 inh: 8; ARNT TACC3 PPI: -13; C2C12 statin: -34

Results for O=C(COC(=O)CNC(=O)c1ccco1)Nc1ccccc1OC(F)F ?
SIRT5 inh: -4; esBAF inh: -5; miR-122 sensor: -4; Cneo AK release: -4; ERp5 inh: -4; ARNT TACC3 PPI: -4; C2C12 statin: 4

What do the screens show for `CN(CCn1ccnc1)Cc1cn(Cc2ccccc2)nc1-c1ccc2c(c1)OCO2`?
SIRT5 inh: 1; esBAF inh: -3; miR-122 sensor: 3; Cneo AK release: -5; ERp5 inh: -2; ARNT TACC3 PPI: 29; C2C12 statin: -6

What do the screens show for `COc1ccc(Cl)cc1Nc1nc(-c2cccnc2)cs1`?
SIRT5 inh: -10; esBAF inh: -6; miR-122 sensor: 12; Cneo AK release: 2; ERp5 inh: 1; ARNT TACC3 PPI: -5; C2C12 statin: -11

Results for O=C(Nc1ccc2[nH]c(=O)[nH]c2c1)c1ccc(Cl)c(Cl)c1 ?
SIRT5 inh: 0; miR-122 sensor: -7; ERp5 inh: 3

What do the screens show for `CCOC(=O)C1=C(C)OC(N)=C(C#N)C1c1ccc(OC)c(C)c1OC` (stereo not drawn)?
esBAF inh: -13; miR-122 sensor: -1; Cneo AK release: 4; ARNT TACC3 PPI: 3; C2C12 statin: -13

Results for COc1ccc(OC)c(N(CC(=O)N2CCCC2)S(C)(=O)=O)c1 ?
SIRT5 inh: 0; esBAF inh: -4; miR-122 sensor: -2; Cneo AK release: 5; ERp5 inh: 8; ARNT TACC3 PPI: -2; C2C12 statin: -7

Results for CN1C(=O)c2cc(NC(=O)CC(F)(F)F)ccc2OC[C@H]2O[C@@H](CC(=O)NC3CCC3)CC[C@@H]21 ?
SIRT5 inh: -1; esBAF inh: -4; miR-122 sensor: 8[16.7 µM]; Cneo AK release: -4; ERp5 inh: 0; ARNT TACC3 PPI: -5; C2C12 statin: 30

Results for C[C@H]1CN([C@@H](C)CO)S(=O)(=O)c2ccc(C#CCN(C)C)cc2O[C@@H]1CN(C)Cc1ccc2c(c1)OCO2 ?
SIRT5 inh: 3; esBAF inh: -15; miR-122 sensor: 104*[16.7 µM]; Cneo AK release: 4; ERp5 inh: -2; ARNT TACC3 PPI: 22; C2C12 statin: -54

How did CS(=O)(=O)c1ncc(Cl)c(C(=O)Nc2ccc(OC(F)F)cc2)n1 do in these assays?
SIRT5 inh: -1; esBAF inh: -35; Cneo AK release: -1; ERp5 inh: 4; ARNT TACC3 PPI: 9; C2C12 statin: 117*

What do the screens show for `O=C(O)C[C@@H]1CC[C@@H]2[C@H](COC[C@H](O)CN2S(=O)(=O)c2ccc(F)cc2)O1`?
SIRT5 inh: -1; esBAF inh: -4; miR-122 sensor: 0[16.7 µM]; Cneo AK release: 83*; ERp5 inh: 4; ARNT TACC3 PPI: 2; C2C12 statin: -5

What do the screens show for `CC(=O)Nc1nnc(SCC(=O)N2CCN(Cc3ccccc3)CC2)s1`?
esBAF inh: -3; miR-122 sensor: 1; Cneo AK release: -4; ARNT TACC3 PPI: -5

Results for Cc1cc2c(c(=O)n1CC1CCCO1)C(c1ccc3c(c1)OCO3)C(C#N)=C(N)O2 (stereo not drawn) ?
esBAF inh: -4; miR-122 sensor: 3; Cneo AK release: 0; ARNT TACC3 PPI: -2; C2C12 statin: 10

What do the screens show for `COc1ccc(C(C)(C)C)cc1NC(=O)Nc1ccc2c(c1)OCO2`?
esBAF inh: 10; miR-122 sensor: 3; Cneo AK release: -1; ARNT TACC3 PPI: 7; C2C12 statin: 9

Results for O=C1Cc2cc(S(=O)(=O)Nc3cccc([N+](=O)[O-])c3)cc3c2N1CCC3 ?
SIRT5 inh: -1; esBAF inh: -3; miR-122 sensor: 25; Cneo AK release: 8; ERp5 inh: 2; ARNT TACC3 PPI: 14; C2C12 statin: 15

How did Cc1cccc(OCc2nnc(SCC(=O)OC3CCCCC3)o2)c1 do in these assays?
esBAF inh: -11; miR-122 sensor: -2; Cneo AK release: -3; ARNT TACC3 PPI: -4; C2C12 statin: -6

What do the screens show for `CCC(=O)OCCn1c(=O)c2ccccc2c2ccccc2c1=O`?
SIRT5 inh: -7; ERp5 inh: 0; ARNT TACC3 PPI: -8

Results for CC(C)CN1CCN(CCCc2ccccc2)C(CCO)C1 (stereo not drawn) ?
SIRT5 inh: -4; esBAF inh: -11; miR-122 sensor: 0; Cneo AK release: 3; ERp5 inh: -1; ARNT TACC3 PPI: -3; C2C12 statin: -4

Results for O=C(c1ccccc1F)N1CCN(c2ccc([N+](=O)[O-])cc2-n2cccc2)CC1 ?
SIRT5 inh: 1; ERp5 inh: 0; ARNT TACC3 PPI: 0

How did Cc1ccc(CSc2nnc(CCCCCNC(=O)OC(C)(C)C)o2)cc1 do in these assays?
SIRT5 inh: 0; miR-122 sensor: -4; Cneo AK release: -4; ERp5 inh: -3; ARNT TACC3 PPI: -5

Results for Nc1c(N2CCCC2)c2ccccc2oc1=O ?
SIRT5 inh: -4; miR-122 sensor: -5; Cneo AK release: 2; ERp5 inh: 0

How did COc1ccc2c(c1OC)C[N+]1([O-])CCc3cc4c(cc3C1C2)OCO4 (stereo not drawn) do in these assays?
esBAF inh: 1; miR-122 sensor: 4; Cneo AK release: 0; ERp5 inh: 3; ARNT TACC3 PPI: -4; C2C12 statin: 27

Results for Cn1c(=O)c2sccc2n2c(CCCC(=O)NC3CCN(Cc4ccccc4)CC3)nnc12 ?
SIRT5 inh: -2; esBAF inh: -5; miR-122 sensor: 3; Cneo AK release: 4; ERp5 inh: -4; ARNT TACC3 PPI: 3; C2C12 statin: 0

How did Cc1cccc(Nc2nnc(SCc3cn4ccsc4n3)s2)c1 do in these assays?
esBAF inh: 11; miR-122 sensor: 4; Cneo AK release: -2; ARNT TACC3 PPI: 1; C2C12 statin: -25

How did C[C@@H]1CCCCO[C@H](CN(C)C)[C@@H](C)CN([C@@H](C)CO)C(=O)c2cc(NS(=O)(=O)c3ccc(Cl)cc3)ccc2O1 do in these assays?
SIRT5 inh: -1; esBAF inh: -3; miR-122 sensor: 4[16.7 µM]; Cneo AK release: 4; ERp5 inh: 3; ARNT TACC3 PPI: -36; C2C12 statin: -32

How did Cc1cc2ncc(-c3ccccc3)nc2cc1C do in these assays?
SIRT5 inh: -5; esBAF inh: -12; miR-122 sensor: 7; Cneo AK release: 2; ERp5 inh: -2; ARNT TACC3 PPI: -1; C2C12 statin: -26

What do the screens show for `O=C(Nc1nc(-c2ccc(F)c(F)c2)cs1)c1ccc(OCC2CCCO2)cc1` (stereo not drawn)?
SIRT5 inh: -1; ERp5 inh: 1; ARNT TACC3 PPI: -13

How did NC(=O)N/N=C/c1cc(Br)ccc1OC(=O)c1ccccc1 do in these assays?
SIRT5 inh: -3; ERp5 inh: 0; ARNT TACC3 PPI: 2

Results for COc1ccc2oc(=O)c(C(=O)N3CCN(c4ccccc4)CC3)cc2c1 ?
SIRT5 inh: -2; esBAF inh: 21; miR-122 sensor: 0; Cneo AK release: -1; ERp5 inh: -6&-1; ARNT TACC3 PPI: -2; C2C12 statin: 5

3 compounds from above, ordered by number of heavy atoms, lowest first.
How did Cc1cc2ncc(-c3ccccc3)nc2cc1C do in these assays?
SIRT5 inh: -5; esBAF inh: -12; miR-122 sensor: 7; Cneo AK release: 2; ERp5 inh: -2; ARNT TACC3 PPI: -1; C2C12 statin: -26

How did Cc1ccc(CSc2nnc(CCCCCNC(=O)OC(C)(C)C)o2)cc1 do in these assays?
SIRT5 inh: 0; miR-122 sensor: -4; Cneo AK release: -4; ERp5 inh: -3; ARNT TACC3 PPI: -5

What do the screens show for `O=C(Nc1nc(-c2ccc(F)c(F)c2)cs1)c1ccc(OCC2CCCO2)cc1` (stereo not drawn)?
SIRT5 inh: -1; ERp5 inh: 1; ARNT TACC3 PPI: -13

(listing goes on)
How did COc1ccc(Cn2c(=O)c3c(nc(NCCO)n3C)n(C)c2=O)cc1 do in these assays?
esBAF inh: 0; miR-122 sensor: -3; Cneo AK release: 0; ARNT TACC3 PPI: 21; C2C12 statin: 11

What do the screens show for `CCCC#Cc1ccc2c(c1)O[C@@H](CN(C)C(=O)NCCC)[C@@H](C)CN([C@@H](C)CO)S2(=O)=O`?
SIRT5 inh: 3; esBAF inh: 1; miR-122 sensor: 0[16.7 µM]; Cneo AK release: 4; ERp5 inh: 3; ARNT TACC3 PPI: 2; C2C12 statin: 64

Results for CCOC(=O)Nc1sc(NS(=O)(=O)c2ccccc2)nc1C ?
esBAF inh: -4; miR-122 sensor: -6; Cneo AK release: 0; ARNT TACC3 PPI: -2; C2C12 statin: 5

What do the screens show for `CN(C)C(=O)C[C@@H]1CC[C@@H]2[C@@H](COc3ccc(NS(=O)(=O)c4cccc(F)c4)cc3C(=O)N2C)O1`?
SIRT5 inh: -3; esBAF inh: -2; miR-122 sensor: 10[16.7 µM]; Cneo AK release: -2; ERp5 inh: 1; ARNT TACC3 PPI: -14; C2C12 statin: -7

Results for Cc1cc(N2CCCC2=O)ccc1S(=O)(=O)N1CCOCC1 ?
SIRT5 inh: -5; esBAF inh: 3; miR-122 sensor: -3; Cneo AK release: 0; ERp5 inh: 1; ARNT TACC3 PPI: -3; C2C12 statin: -3

Results for Cc1ccc(CNS(=O)(=O)c2c(C)[nH]c(C)c2C(=O)N2CCCC2)cc1 ?
SIRT5 inh: 0; esBAF inh: 3; miR-122 sensor: -2; Cneo AK release: -1; ERp5 inh: 2; ARNT TACC3 PPI: -4; C2C12 statin: 0

What do the screens show for `CCOc1ccccc1Nc1nc(N)nc(Cl)c1CC`?
SIRT5 inh: 0; miR-122 sensor: 13; Cneo AK release: -2; ERp5 inh: 11; ARNT TACC3 PPI: -3; C2C12 statin: 107*

An excerpt from further up:
What do the screens show for `CN(C)C(=O)C[C@@H]1CC[C@@H]2[C@@H](COc3ccc(NS(=O)(=O)c4cccc(F)c4)cc3C(=O)N2C)O1`?
SIRT5 inh: -3; esBAF inh: -2; miR-122 sensor: 10[16.7 µM]; Cneo AK release: -2; ERp5 inh: 1; ARNT TACC3 PPI: -14; C2C12 statin: -7

Results for Cc1cc(N2CCCC2=O)ccc1S(=O)(=O)N1CCOCC1 ?
SIRT5 inh: -5; esBAF inh: 3; miR-122 sensor: -3; Cneo AK release: 0; ERp5 inh: 1; ARNT TACC3 PPI: -3; C2C12 statin: -3

Results for Cc1ccc(CNS(=O)(=O)c2c(C)[nH]c(C)c2C(=O)N2CCCC2)cc1 ?
SIRT5 inh: 0; esBAF inh: 3; miR-122 sensor: -2; Cneo AK release: -1; ERp5 inh: 2; ARNT TACC3 PPI: -4; C2C12 statin: 0

What do the screens show for `CCOc1ccccc1Nc1nc(N)nc(Cl)c1CC`?
SIRT5 inh: 0; miR-122 sensor: 13; Cneo AK release: -2; ERp5 inh: 11; ARNT TACC3 PPI: -3; C2C12 statin: 107*
